TbREL1 inh: TbREL1 RNA ligase inhibitors, primary screen, biochemical, FRET fluorescence. AID 1117264, 2014. TbREL1 RNA ligation. inhibition, % at 9.66 µM. 89,000 compounds, 0.49% hits;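 active = inhibition above the mean inhibition across all screened compounds plus 3 SD, cut at about 11% in these data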;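 note: 0% = plate median of test wells and 100% = NSC42067 control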
Target sequence (P86926 whole entry, looked up): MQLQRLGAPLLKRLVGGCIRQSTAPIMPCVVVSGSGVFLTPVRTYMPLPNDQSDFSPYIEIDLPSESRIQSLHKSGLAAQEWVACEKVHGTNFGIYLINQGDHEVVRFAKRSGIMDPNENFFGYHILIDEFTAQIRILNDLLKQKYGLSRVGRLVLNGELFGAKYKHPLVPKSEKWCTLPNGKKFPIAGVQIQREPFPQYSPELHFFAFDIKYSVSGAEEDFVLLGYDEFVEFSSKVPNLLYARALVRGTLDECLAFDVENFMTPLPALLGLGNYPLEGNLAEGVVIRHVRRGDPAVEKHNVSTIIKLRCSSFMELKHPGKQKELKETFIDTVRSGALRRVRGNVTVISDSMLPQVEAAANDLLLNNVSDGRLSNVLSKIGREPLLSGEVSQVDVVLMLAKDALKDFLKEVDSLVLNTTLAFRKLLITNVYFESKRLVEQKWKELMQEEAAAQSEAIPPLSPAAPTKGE
* hit, by the source's call; & = joins results of further samples. Only part of the results is shown; the hit share may differ from the screen's.

molecule | TbREL1 inh
CNC(=S)NNC(=O)c1ccc(=O)n(Cc2cccc(C(F)(F)F)c2)c1 | -5.6
COc1ccc(-c2oc(=O)c3cc(OC)c(OC)cc3c2/C=C/c2ccc(OC(C)=O)cc2)cc1 | 1.0
CCCC[C@H]1C2CC(OC(=O)Nc3ccccc3C(F)(F)F)C(C2)[C@H]2CCCCN21 (stereo partly specified) | -0.2
O=C1c2ccccc2N2C(=O)c3ccccc3C2N1Cc1ccccc1 (stereo unspecified) | -2.3
Cc1cc(Br)ccc1OCCCCNC(C)(C)C | 7.3
O=C(COC(=O)C1(c2ccc(F)cc2)CCCC1)N1CCc2ccccc21 | -5.4
CC(OC(=O)Cc1coc2cc3c(cc12)CCC3)C(=O)NC(N)=O (stereo unspecified) | -1.7
CCOC(=O)C(C)S(=O)(=O)c1ccc(C(F)(F)F)cn1 (stereo unspecified) | 3.6
O=C(NCCc1cccc(Cl)c1)c1ccc2c(c1)OCO2 | 2.5
O=C(COC(=O)C1CCN(S(=O)(=O)c2cccs2)CC1)c1ccc2c(c1)OCCO2 | 1.9
S=c1[nH]nc(COc2ccccc2)n1/N=C/c1ccc(Br)s1 | -2.6
O=C(NCCN1CCCCCC1)C1CCC(CNS(=O)(=O)c2cccc3cccnc23)CC1 (stereo unspecified) | 1.8
COc1ccccc1NC(=O)NNC(=O)COc1ccc2ccccc2c1 | 1.8
CCN(CC)c1ccc(/C=N/Nc2nc(C)cc(C)n2)cc1 | -7.2
CCOc1cc(C(=S)N2CCOCC2)ccc1O | -3.4
CC(=O)Nc1ccc(C(=O)OCC(=O)c2ccc(C)c([N+](=O)[O-])c2)cc1 | -0.1
COc1ccc(/C=C(\NC(=O)c2ccccc2)C(=O)NCc2cccnc2)cc1 | -0.8
O=C(CNS(=O)(=O)c1ccccc1)OCC(=O)c1c[nH]c2ccccc12 | 1.8
Cc1ccc(COCCN2CCN(S(=O)(=O)c3ccc(C)cc3)CCC2=O)cc1 | 1.2
COC(=O)CN(C#N)c1nc(NCc2ccccc2)nc(OC)n1 | 4.0
COc1ccc(-c2csc(NC(C)c3nc4cc(Cl)c(Cl)cc4n3CCCO)n2)cc1 (stereo unspecified) | -3.2
COc1ccc(N(C(C)C(=O)NCCSCc2cccc(Cl)c2)S(C)(=O)=O)cc1 (stereo unspecified) | -3.9
COCCCNC(=O)CC1C[C@H](C(=O)N(C(C)C)C(C)C)[C@@]2(C)c3[nH]c4ccccc4c3CCN2C1=O (stereo partly specified) | -1.8
O=C(CSc1nc2ccccc2s1)N/N=C/c1ccco1 | 1.7
CCCCNC(=O)C1(NC(=O)Nc2ccc(C)cc2)CCCCC1 | 0.5
N#Cc1ccc(CSc2nc(N)cc(N)n2)cc1 | -1.3
CC1CCN(c2ccc(C(=O)O)cc2)CC1 | -0.1
C/C(=N\NC(=O)C(c1ccncc1)N1CCOCC1)c1ccc(Br)cc1 (stereo unspecified) | 5.7
CC(C)C(NC(=O)c1c(F)cccc1F)C(=O)N1CCN(c2ncccn2)CC1 (stereo unspecified) | -2.5
COc1ccc(NC(=O)c2ccccc2NC(=O)c2cccs2)cc1 | -0.8
COc1ccc(C(=O)NC2CCN(C(=O)Nc3ccc(F)cc3)CC2)cc1 | 1.4
O=C(O)Cn1c(=O)cnc2ccccc21 | 2.6
COc1ccccc1NC(=O)Cc1nnc(SCC(=O)Nc2ccc(F)cc2F)n1C | 6.6
COc1ccc(/C=N/NC(=S)Nc2ccccc2)cc1COc1cccc(C)c1C | 2.4
NS(=O)(=O)c1ccc(CCNC(=O)CCCNC(=O)c2ccc(Cl)cc2)cc1 | 3.2
Cc1nc(C)c(C(=O)Nc2cccc(Cl)c2)o1 | -0.5
CC1Cc2cc(-c3csc(NC(=O)Cc4cccs4)n3)ccc2N1S(C)(=O)=O (stereo unspecified) | 1.8
CN1CCCC1CCNc1ccc2oc3ccccc3c(=O)c2c1 (stereo unspecified) | -3.1
COc1cc2oc3ccc(C#Cc4ccc(N)cc4)cc3c(=O)c2cc1OC | -0.2
Nc1nc(N2CCOCC2)cc(=O)[nH]1 | -3.7
Cc1ccc(C(=O)NCCc2cc3ccc(C)c(C)c3[nH]c2=O)cc1[N+](=O)[O-] | 8.9
CC(C)Cc1nc(SCC(=O)N2CC(C)OC(C)C2)c2c(=O)n(C)c(=O)n(C)c2n1 (stereo unspecified) | -1.0
COc1ccc(OCCSc2ncn[nH]2)cc1 | 1.8
COc1ccc(CNC(=O)CCCCCn2c(SCC#N)nc3cc4c(cc3c2=O)OCO4)cc1 | -0.6
CN(CC(=O)Nc1cc(S(=O)(=O)N2CCCCCC2)ccc1Cl)Cc1ccc2c(c1)OCO2 | 1.6
O=c1oc2ccccc2c2c1ncn2-c1ccccc1 | 0.3
CCCCN(C(=O)CC1CCCCC1)c1c(N)n(CC(C)C)c(=O)[nH]c1=O | 3.2
CC(=O)Nc1nc2ccc(NC(=O)c3ccco3)cc2s1 | -2.4
Cc1[nH]ncc1Nc1c(C(C)C)cccc1C(C)C | 2.0
CSCCC1NC2(C(=O)Nc3c2ccc(Cl)c3C)[C@@H]2C(=O)N(C3CCCC3)C(=O)[C@H]12 (stereo partly specified) | -4.1
Cc1cccc(NC(NC(=O)c2cccnc2)C(Cl)(Cl)Cl)c1 (stereo unspecified) | 6.5
O=C(c1ccoc1)N1CCN(c2cc(-c3ccccc3)nc3cc(-c4ccccc4)nn23)CC1 | 2.5
COc1ccccc1NC(=O)Cn1nnc(-c2ccccc2NC(=O)c2cccs2)n1 | 0.3
CCCCOc1ccc(C(=O)OC(C)CN(C)C)cc1 (stereo unspecified) | -0.9
O=c1oc2ccccc2n1CSc1nc2ccccc2s1 | -0.8
Cc1c(O)ccc2c(CN3CCN(CCO)CC3)cc(=O)oc12 | 0.7
C[C@@H]1COc2cccc(N3CCC[C@H]3CO)c2S(=O)(=O)N1 | 0.2
COCCNC(=O)CN(C(=O)Cn1nnc2ccccc21)c1ccc(F)c(Cl)c1 | -1.4
CCOC(=O)c1c2c3c(c(Cl)ccc3[nH]c1=O)C(=O)c1ccccc1-2 | -3.0
CN(C)CCCN(C(=O)c1ccc(S(=O)(=O)N2CCCCCC2)cc1)c1nc2cc3c(cc2s1)OCCO3 | 9.2

More results follow:
molecule | TbREL1 inh
COc1cccc(NC(=O)CSc2nnc(Cn3cnc([N+](=O)[O-])n3)n2C)c1 | -0.5
O=C(Nc1nc2c(F)c(F)c(F)cc2s1)c1ccco1 | -1.9
CCN(CC)c1nc(Nc2ccc(Cl)cc2)nc(OCC#N)n1 | 5.0
CC(=NCCN1CCNCC1)C1=C(O)CC(C)(C)CC1=O | 0.1
O=C(CCSc1ccccn1)Nc1ccc(Br)cc1 | -1.8
S=C(NCCc1ccccc1)N1CCC2CC1c1cc(-c3ccc4c(c3)OCO4)ccc12 (stereo unspecified) | -3.5
Cc1cc2oc(C(=O)Nc3c(C)n(C)n(-c4ccccc4)c3=O)c(C)c2cc1Cl | -0.1
CCn1cc(C(=O)O)c(=O)c2cc(F)c(N3CCN(C(=S)NC(=O)c4cccc(C)c4)CC3)cc21 | -0.2
Cc1ccc(Nc2nc(NCC3CCCO3)nc(N)c2[N+](=O)[O-])cc1 (stereo unspecified) | 1.5
Cc1ccccc1-n1c([C@@H]2C[C@H]2c2ccccc2)n[nH]c1=S | -5.9
CN1/C(=C/C(=O)c2cccs2)Sc2ccccc21 | -0.4
COc1ccc(OCC(=O)Nc2ccc(N3CCOCC3)c(Cl)c2)cc1 | 0.4
CC(C)n1cnc2c(NCc3ccccc3)cc(Cc3ccc(F)cc3)cc21 | -4.7
Cc1ccc(NC(=O)Nc2ccc(F)cc2)nc1 | 2.3
Cc1ccc(C)c(NC(=O)COC(=O)CCNC(=O)c2ccco2)c1 | 0.7
O=C(Nc1ccc2c(c1)nc1n2CCOC1)c1ccco1 | 1.1
Cc1ccc(S(=O)(=O)[N-]c2nc3ccccc3nc2-n2cc[n+](CCC(C)C)c2)cc1 | 5.6
COc1ccc(C2C(C(=O)Nc3ccc(F)cc3)CCC(=O)N2c2ccc(OC)cc2)cc1 (stereo unspecified) | -3.1
Cc1ccc(Nc2nc(Cl)nc(N(C)C#N)n2)cc1 | 8.0
CCOC(=O)c1ccc(NC(=O)CSc2nnc(CCc3ccc(C)o3)n2-c2ccccc2)cc1 | -1.0
COc1cccc(NC(C)(C)c2nnnn2-c2c(C)cccc2C)c1 | -3.3
CCOC(=O)c1c(C)[nH]c(C(=O)N2CCCC(C(=O)c3ccccc3OC)C2)c1C (stereo unspecified) | -0.5
CC(=O)c1ccc(S(=O)(=O)NCC(=O)NC(c2nc3ccccc3[nH]2)C(C)C)cc1 (stereo unspecified) | 5.3
O=C(c1[nH]c(C(F)(F)F)nc1-c1ccccc1)N1CCN(c2c(Cl)cncc2Cl)CC1 | -1.0
C/C=C/c1ccc(OCC(O)CN2CCCCC2CC)c(OC)c1 (stereo unspecified) | -3.4
COc1cccc(CNC(=O)COC(=O)c2cccc(S(=O)(=O)N3CCCC3)c2)c1 | 6.8
Nc1cc(Cl)ccc1C(=O)OCC(=O)N1CCCCCC1 | 7.1
Cn1c(Cn2c(=O)sc3ccccc32)nnc1SCC(=O)NCc1ccc(F)cc1 | 1.2
C=CC[C@@H](CC(=O)N[C@@H](CO)Cc1ccccc1)C(=O)N[C@H](COC(=O)[C@@H](CC=C)Cc1ccc(F)cc1)Cc1ccccc1 | -1.2
COc1cc(NC(=O)c2cc3nc(C)cc(C)n3n2)c(OC)cc1Cl | -1.4
Cc1cc(SCC(=O)OCC(=O)N(C)C2CCS(=O)(=O)C2)c(C)cc1Br (stereo unspecified) | 1.2
CCOc1ccc(N(C(=O)c2cc3ccccc3oc2=O)C2C=CS(=O)(=O)C2)cc1 (stereo unspecified) | -1.5
CCOC(=O)[C@]12CCC=C1N(Cc1ccc3c(c1)OCO3)C(=O)[C@H](CC(=O)NCc1ccc(C)o1)C2 | 2.1
O=C(C1CCN(S(=O)(=O)c2cccc3cccnc23)CC1)N1CCN(Cc2ccccc2)CC1 | -3.6
COc1ccc(NC(=O)CN2C(=O)NC(C)(C3CC3)C2=O)c(OC)c1 (stereo unspecified) | 4.1
O=C(NCC(=O)N1CCN(Cc2ccccc2)CC1)c1ccc(Br)o1 | -5.2
Cc1ccc(SC[C@H](Cc2ccccc2)N2CCN(CC(C)C)CCC2=O)cc1 | -1.3
CCOC(=O)c1cc2c(=O)n3cccc(C)c3nc2n(Cc2ccco2)c1=NC(=O)c1ccccc1 | 6.5&0.2
O=C(NC1(C(F)(F)F)NC(=O)N(c2ccccc2)C1=O)c1cccs1 (stereo unspecified) | 1.3
CC(OC(=O)CCCNC(=O)c1ccc(Cl)cc1)C(=O)N(C)Cc1ccccc1 (stereo unspecified) | -5.0
Cn1c(=O)c2c(nc(Oc3ccc4c(c3)OCO4)n2Cc2ccc(F)cc2)n(C)c1=O | -1.0
CCN(CC1CCCO1)C(=O)c1cc(COc2ccccc2SC)on1 (stereo unspecified) | -1.9
COc1ccc(OC)c(C2CC(=O)C3=C(C2)NC(=O)CC3c2ccc(O)c(OC)c2)c1 (stereo unspecified) | -0.3
CCOc1ccccc1OCC(=O)Nc1ccc(Cl)cc1Cl | -0.6
Cc1c(NC(=O)c2cc(-c3ccc(F)cc3)on2)c(=O)n(-c2ccccc2)n1C | -3.6

7 compounds picked at random from the list so far:
molecule | TbREL1 inh
CCOc1ccccc1OCC(=O)Nc1ccc(Cl)cc1Cl | -0.6
O=C(NC1(C(F)(F)F)NC(=O)N(c2ccccc2)C1=O)c1cccs1 (stereo unspecified) | 1.3
CCOc1ccc(N(C(=O)c2cc3ccccc3oc2=O)C2C=CS(=O)(=O)C2)cc1 (stereo unspecified) | -1.5
Cc1cc(SCC(=O)OCC(=O)N(C)C2CCS(=O)(=O)C2)c(C)cc1Br (stereo unspecified) | 1.2
COc1ccc(NC(=O)CN2C(=O)NC(C)(C3CC3)C2=O)c(OC)c1 (stereo unspecified) | 4.1
CCN(CC1CCCO1)C(=O)c1cc(COc2ccccc2SC)on1 (stereo unspecified) | -1.9
COc1ccc(OC)c(C2CC(=O)C3=C(C2)NC(=O)CC3c2ccc(O)c(OC)c2)c1 (stereo unspecified) | -0.3

Following part.
molecule | TbREL1 inh
Cc1ccc(-n2c(SCC(=O)Nc3ccccc3-c3ccccc3)nnc2-c2cccs2)cc1 | -0.6
COc1cccc(-c2nnc(SCC(=O)Nc3ccc(S(N)(=O)=O)cc3)n2C)c1 | 4.0
O=C(c1ccco1)N1CCN=C1SCc1ccc(F)cc1 | -0.8
COc1ccc(CNC(=S)Nc2ccc(OC)cc2)cc1 | -4.8
O=C(COC(=O)c1cccc(Br)c1)Nc1cccc(S(=O)(=O)N2CCCCC2)c1 | 0.0
CC1CCN(C(=O)c2ccc(SCc3ccccc3F)c([N+](=O)[O-])c2)CC1 | -2.0
CN(C)C(=O)C1(c2ccccc2)CCN(S(=O)(=O)c2ccccc2)CC1 | 4.0
COc1ccccc1N1CCN(S(=O)(=O)c2ccc3c(c2)NC(=O)CS3)CC1 | 1.7
COc1ccc(C2=Nc3ccccc3N(C(=O)c3ccc(C)cc3)C2C(=O)Nc2c(C)cccc2C)cc1 (stereo unspecified) | -1.6
Cc1ccccc1-n1nc(C)c2cc(C(=O)N3CCN(S(=O)(=O)c4ccccc4)CC3)sc21 | 6.5
COc1ccccc1S(=O)(=O)Cc1ccc(C(=O)N2CCCC2)o1 | 2.0
Cc1ccc2nc(-c3cccc(Br)c3)cc(C(=O)Nn3cnnc3)c2c1 | -1.2
CCOC(=O)c1cnc(SC)nc1Sc1ccccc1 | 1.4
CCOC(=O)C1(CCC(C)C)CC(CSc2nc3ccccc3[nH]2)OC1=O (stereo unspecified) | 0.8
COc1ccccc1CNC(=O)C1CC(c2ccc([N+](=O)[O-])cc2)=NO1 (stereo unspecified) | -1.9

Source: PubChem BioAssay (The Scripps Research Institute Molecular Screening Center)
